CBFb RUNX1 block: CBF-beta/RUNX1 interaction disruption. AlphaScreen CBFb-His/RUNX1-biotin binding, biochemical. 230,000 tested, under 10 active. Q01196+Q13951. Potency, µM (top dose mostly 59.8 µM), inactives show at the highest dose activity, negative = inhibition, most hits filed as inhibitors; further: % of control where 0% means no effect
Target sequence (Q01196 whole entry, looked up): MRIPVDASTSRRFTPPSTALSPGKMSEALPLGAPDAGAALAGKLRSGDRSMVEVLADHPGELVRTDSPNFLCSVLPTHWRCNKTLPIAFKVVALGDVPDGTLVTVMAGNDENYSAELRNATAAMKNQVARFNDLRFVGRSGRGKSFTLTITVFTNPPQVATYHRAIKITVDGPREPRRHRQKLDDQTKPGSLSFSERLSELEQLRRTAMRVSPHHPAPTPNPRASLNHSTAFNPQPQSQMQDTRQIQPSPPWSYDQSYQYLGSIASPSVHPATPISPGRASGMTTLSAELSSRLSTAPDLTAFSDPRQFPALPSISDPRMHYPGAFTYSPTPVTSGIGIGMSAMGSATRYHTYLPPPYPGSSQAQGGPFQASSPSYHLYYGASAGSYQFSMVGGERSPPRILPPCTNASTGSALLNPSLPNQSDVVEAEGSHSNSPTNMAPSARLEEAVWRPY
Target sequence (Q13951 whole entry, looked up): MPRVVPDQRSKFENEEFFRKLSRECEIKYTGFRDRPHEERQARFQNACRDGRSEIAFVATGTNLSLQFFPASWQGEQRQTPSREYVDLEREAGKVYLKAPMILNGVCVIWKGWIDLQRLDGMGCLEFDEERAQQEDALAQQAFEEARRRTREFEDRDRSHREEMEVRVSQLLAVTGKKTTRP
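AlphaScreen binding: CBFb-His and RUNX1-biotin (30 nM each) preincubated 20 min, compound added for 15 min, then nickel and streptavidin beads for 90 min, all at room temperature. Disruption of the interaction by any mechanism counts as activity.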
GAA spleen mod: inhibits or activates alpha-glucosidase in human spleen homogenate; P10253; human spleen homogenate, 4-MU-alpha-glucoside fluorescence; Potency, µM (titrated, usually from 79.9 µM), for the others: at the highest dose activity change, negative = inhibition, usual class: inhibitors; AID 2112; 240,000 tested, 0.006% active;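 further: potency means the concentration at half of the fitted maximal effect; 0% = enzyme with vehicle and -100% = no enzyme basal signal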
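Human spleen homogenate (1 ug) with 4-methylumbelliferyl-alpha-D-glucopyranoside (1 mM final) in 50 mM citrate/phosphate pH 5.0, 0.01% Tween-20; 40 min at 37 C. Stopped at pH 10; 4-MU fluorescence Ex 365/Em 440 nm; AC50 by Hill fit.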
HTT aggregate: mutant huntingtin aggregation inhibition | 220,000 tested, 1.1% active | Potency, µM (highest dose often 46.1 µM), for the others: top-dose activity change, negative = inhibition, most hits filed as inhibitors | PC12 HttQ103-GFP aggregates, Acumen cytometry, 40 h; further: potency means the concentration at half of the fitted maximal effect; on the % scale 0 is the no-effect control and ±100 the full control effect; nearly all actives have a fitted effect of over 60% in size
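PC12 cells with ecdysone-inducible HTT exon1 Q103-GFP, induced by 100 nM tebufenozide, given compounds in a concentration series. GFP aggregates (1–25 um, 6 SD above background) counted in lysates by laser-scanning cytometry, 488 nm excitation.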
HTT ATP protect: Huntington cell model cytoprotection by ATP luminescence; Potency, µM (titrated, usually from 56.4 µM), for inactives: cytoprotection (ATP increase), hits mostly activators; 230,000 tested, 0.14% active; PC12 HTT-Q103 induced, cytoprotection, ATP luminescence, 40 h;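 further: potency means the concentration at half of the fitted maximal effect; % of control where 0% means no effect; nearly all actives have a fitted effect of over 45% in size; toxic huntingtin expression switched on by the ecdysone agonist tebufenozide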
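PC12 cells stably carrying ecdysone-inducible Htt exon 1 (Q103)–GFP were induced with 100 nM tebufenozide (final) alongside library compounds in a dose series. Cytoprotection was scored as retained ATP by ATPlite luminescence.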
Lamin A splicing: changes lamin A minigene splicing in HeLa cells. HeLa LMNA splicing GFP/RFP minigene ratio, 48 h. Potency, µM (doses to about 46.1 µM), for the others: at the highest dose ratio change, negative = inhibition, actives largely listed as inhibitors. 200,000 tested, 0.01% active. AID 1487; active means well fitted inhibition curve with a large enough effect in the signal ratio, with a control signal flat, not every such curve was filed as active; inconclusive means small, poorly fitted or top-dose-only effect, or effect the other way, or a change in a side signal; the % refers to the signal ratio; further: potency means the concentration at half of the fitted maximal effect; on the % scale 0 is the no-effect control and ±100 the full control effect
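S3 HeLa stable clones carrying a lamin A-EGFP splicing minigene plus DsRed2 were seeded at 600 cells/well in Opti-MEM with 2% FBS, pin-dosed and incubated 48 h at 37°C. Acumen cytometry (488 nm) gave the GFP/RFP total-intensity ratio.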
GAA inhib: alpha-glucosidase (human) inhibition; P10253; purified human GAA, 4-MU-alpha-glucoside fluorescence; Potency, µM (highest dose often 76.9 µM), for the others: top-dose activity change, negative = inhibition, actives largely listed as inhibitors; 200,000 tested, 0.005% active;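 further: potency means the concentration at half of the fitted maximal effect; plate controls were uninhibited enzyme wells for no effect and no-enzyme background for full effect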
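Compounds are titrated up to 77 uM against 4 nM human enzyme. Substrate 4-methylumbelliferyl-alpha-D-pyranoside (400 uM) reacts 20 min at room temperature in pH 5.0 buffer; liberated 4-methylumbelliferone is read at 440 nm.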
GAA glycogen mod: inhibitors or activators of human alpha-glucosidase glycogen cleavage. P10253. recombinant GAA, glycogen substrate, Amplex Red glucose oxidase fluorescence. Potency, µM (top dose mostly 76.4 µM), for the others: top-dose activity change, negative = inhibition, most hits filed as inhibitors. 300,000 tested, 0.38% active;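 further: potency means the concentration at half of the fitted maximal effect; 0% = full enzyme reaction and -100% = no-enzyme basal signal; the screen sought inhibitors and activators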
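Recombinant human alpha-glucosidase (4 nM final) hydrolysed bovine liver glycogen (30 ug) for 40 min at 37 C in pH 5.0 citrate/phosphate with 0.01% Tween-20. Released glucose detected by glucose oxidase/Amplex Red, Ex 573/Em 610 nm. Compounds up to 77 uM; AC50 from Hill fits.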
An asterisk follows results filed as active; ? = inconclusive; / = no result given; & = joins results of further samples; [ ] = remark or other dose. Unless noted, the call rests on the fitted dose curve; in most records, active means well fitted curve in the direction sought with a large enough effect; inconclusive means small, poorly fitted or top-dose-only effect, or another doubt; inactive means no such curve, though single readings can be large; an effect the other way counts as inactive or inconclusive.

Keys – A = CBFb RUNX1 block; B = GAA spleen mod; C = HTT aggregate; D = HTT ATP protect; E = Lamin A splicing; F = GAA inhib; G = GAA glycogen mod
C=CCn1c(SCC(=O)NC(C)(C)C)nnc1-c1ccccc1O
  A: 6% | B: 3% | C: 12%[9.22 µM] | D: 5% | E: -4% | F: 4% | G: 1%
CCn1c(CSCc2ccc(C)cc2)nnc1SCC(=O)NCc1ccccc1
  A: 5% | B: -14% | C: -4% | D: -27% | E: 1% | F: 4% | G: -3%
CCN(CC)c1ncnc2sc3c(c12)CCC3
  A: 1% | B: -6% | C: ? | D: -5% | E: ? | F: -9% | G: 1%
O=C(Cn1c(=O)sc2ccccc21)Nc1nc2c(s1)CCCC2
  A: 6% | B: 2% | C: -11% | D: -20%[10 µM] | E: ? | F: -3% | G: 8%
CCOC(=O)C1(C)NC(c2ccccc2F)C2C(=O)N(CC)C(=O)C21 (centres undefined)
  A: 3% | B: 2% | C: 6%[9.22 µM] | D: -5%[10 µM] | E: 3%[46 µM] | F: ? | G: 11%
O=[N+]([O-])c1cccc(Cl)c1CSc1ccccn1
  A: 4% | B: -15% | C: 17% | D: -67% | E: 1%[46 µM] | F: 2% | G: 13%
C/C(=N/NC(=O)CNC(=O)C(c1ccccc1)c1ccccc1)c1ccco1
  A: 6% | B: -2% | C: -13%[9.22 µM] | D: 2%[10 µM] | E: / | F: / | G: 0%
O=C1CN(C(=O)COC(=O)COc2ccc3c(c2)CCC3)c2ccccc2N1
  A: 1% | B: 4% | C: -5% | D: 1% | E: 7% | F: -14% | G: -1%
CC(C)CC(NS(=O)(=O)c1cccc(C(=O)O)c1)C(=O)O (centres undefined)
  A: 4% | B: -3% | C: -11% | D: -12% | E: 13%[9.22 µM] | F: -1% | G: -5%
CC(C)c1ccc(OCc2ccc(C(=O)N3CCN(c4ccccn4)CC3)cc2)cc1
  A: -1% | B: 1% | C: ? | D: -24% | E: ? | F: -16% | G: 3%
Nc1nc(CSc2nc3ccccc3s2)nc(N2CCCCC2)n1
  A: 4% | B: 3% | C: -7% | D: -22% | E: ? | F: -8% | G: 4%
CCCOc1ccc(Cc2c(COCC)[nH]c(=S)[nH]c2=O)cc1
  A: 9% | B: -9% | C: -1%[9.22 µM] | D: -1%[10 µM] | E: 2%[46 µM] | F: -4% | G: -21%
COc1cc(Cc2nc3ccc(S(=O)(=O)N4CCOCC4)cc3[nH]2)cc(OC)c1OC
  A: 1% | B: -3% | C: 4% | D: -3% | E: -5% | F: -2% | G: -11%
Cn1cccc1Cc1nnc(SCC(=O)N2CCc3ccccc32)n1CCc1ccccc1
  A: ? | B: 0% | C: -16% | D: 5% | E: -13% | F: -7% | G: -2%
CC(C)c1nnc(NC(=O)CCC(=O)Nc2ccccc2)s1
  A: 3% | B: -16% | C: 0%[9.22 µM] | D: -9%[10 µM] | E: / | F: / | G: -1%
COc1ccc(OC)c(Nc2nc(=O)c3cccnc3s2)c1
  A: -4% | B: 2% | C: 7% | D: -27% | E: / | F: ? | G: 28µM*
CCn1ncc(C2=NOC(C(=O)Nc3ccccc3C(=O)OC)C2)c1C (centres undefined)
  A: 16% | B: 0% | C: -5% | D: 9% | E: ? | F: -6% | G: 5%
CCOC(=O)c1[nH]c2ccc(OCC)cc2c1CCCN1C(=O)c2ccccc2C1=O
  A: 12% | B: 6% | C: 9% | D: / | E: ? | F: -4% | G: 3%
O=C(O)c1nccnc1C(=O)Nc1ccc(Oc2c(Cl)cccc2Cl)nc1
  A: -6% | B: 7% | C: 21%[9.22 µM] | D: 1%[10 µM] | E: / | F: / | G: 10%
CCOC(=O)C1=C(c2ccccc2)Nc2ncnn2C1c1ccc(C(=O)O)cc1 (centres undefined)
  A: 8% | B: 5% | C: -7%[9.22 µM] | D: 1%[10 µM] | E: / | F: 1% | G: -1%
OC1NC(=S)N(c2ccccc2)C1O (centres undefined)
  A: 4% | B: 2% | C: 11%[9.22 µM] | D: 4%[10 µM] | E: / | F: / | G: 3%
COC(=O)c1c(C)nn(-c2ccccc2)c1-n1cccc1
  A: 6% | B: -2% | C: -2% | D: -30% | E: -10% | F: 1% | G: -10%
C(=C\c1ccco1)/C=N/n1cnnc1
  A: ? | B: 6% | C: 28% | D: -4% | E: 7% | F: -7% | G: -5%
Cc1cc(O)c(-c2cc(O)c(C)cc2O)cc1O
  A: -15% | B: 2% | C: 16%[9.22 µM] | D: 27%&-1%[10 µM] | E: / | F: 0% | G: -20%
COC(=O)[C@@]1(Cc2ccc(F)cc2)[C@H]2c3cc(C(=O)N(C)C)n(Cc4cccc5ccccc45)c3C[C@H]2CN1C(=O)c1ccccc1
  A: -15% | B: 4% | C: / | D: -35%[inhibitor] | E: / | F: / | G: /
Brc1ccc(C2=CC(c3ccco3)n3ncnc3N2)cc1 (centres undefined)
  A: -4% | B: 1% | C: -24% | D: -12% | E: -2% | F: -4% | G: 11%
Cc1ccc(/C=N/NC(=O)C(c2ccncc2)N2CCOCC2)cc1 (centres undefined)
  A: -4% | B: -3% | C: -10%[9.22 µM] | D: -17%[10 µM] | E: / | F: / | G: 0%
Cc1ccc2c(C(=O)CN3CCSCC3)c(C)[nH]c2c1
  A: 2% | B: -12% | C: ? | D: -37% | E: 9% | F: 3% | G: 1%
CC1(C)CC(=O)C(C(=O)C2CCN(S(=O)(=O)c3ccccc3)CC2)C(=O)C1
  A: 3% | B: -4% | C: 9% | D: -1% | E: -3%[46 µM] | F: -11% | G: 4%
Cc1cc(N2C(=O)C(O)=C(C(=O)c3ccco3)C2c2ccc(O)cc2)no1 (centres undefined)
  A: -5% | B: 0% | C: 8% | D: 13% | E: 8% | F: 1% | G: -5%

Six structures already listed, ordered by heavy-atom count, lowest first.
Keys – A = CBFb RUNX1 block; B = GAA spleen mod; C = HTT aggregate; D = HTT ATP protect; E = Lamin A splicing; F = GAA inhib; G = GAA glycogen mod
OC1NC(=S)N(c2ccccc2)C1O (centres undefined)
  A: 4% | B: 2% | C: 11%[9.22 µM] | D: 4%[10 µM] | E: / | F: / | G: 3%
Cc1cc(O)c(-c2cc(O)c(C)cc2O)cc1O
  A: -15% | B: 2% | C: 16%[9.22 µM] | D: 27%&-1%[10 µM] | E: / | F: 0% | G: -20%
Brc1ccc(C2=CC(c3ccco3)n3ncnc3N2)cc1 (centres undefined)
  A: -4% | B: 1% | C: -24% | D: -12% | E: -2% | F: -4% | G: 11%
CCn1ncc(C2=NOC(C(=O)Nc3ccccc3C(=O)OC)C2)c1C (centres undefined)
  A: 16% | B: 0% | C: -5% | D: 9% | E: ? | F: -6% | G: 5%
CC1(C)CC(=O)C(C(=O)C2CCN(S(=O)(=O)c3ccccc3)CC2)C(=O)C1
  A: 3% | B: -4% | C: 9% | D: -1% | E: -3%[46 µM] | F: -11% | G: 4%
CCOC(=O)C1=C(c2ccccc2)Nc2ncnn2C1c1ccc(C(=O)O)cc1 (centres undefined)
  A: 8% | B: 5% | C: -7%[9.22 µM] | D: 1%[10 µM] | E: / | F: 1% | G: -1%

The list goes on.
Keys – A = CBFb RUNX1 block; B = GAA spleen mod; C = HTT aggregate; D = HTT ATP protect; E = Lamin A splicing; F = GAA inhib; G = GAA glycogen mod
O=C(CSc1nnc(-c2ccccc2)n1Cc1ccccc1)NNC(=O)c1ccccc1O
  A: -8% | B: -14% | C: -3% | D: 44%[10 µM] | E: ? | F: -1% | G: -1%
O=C(/C=C/c1ccc([N+](=O)[O-])cc1)N1CCN(c2ccccc2F)CC1
  A: 6% | B: 1% | C: 5% | D: / | E: -4% | F: 4% | G: 9%
COc1ccc(CCn2nnc(-c3ccc(NC(C)=O)c(Cl)c3)n2)cc1
  A: 3% | B: 3% | C: 9% | D: 1%[1.9 µM] | E: -4% | F: 1% | G: 2%
CC[N+](CC)(CC)CC(=O)Nc1c(C)cccc1C
  A: 7% | B: 2%&0%&3%&-11%&-4%&0% | C: / | D: -2% | E: ? | F: / | G: /
CCC(C)(NC=O)C(=O)Nc1c(C)cccc1C (centres undefined)
  A: 3% | B: 5% | C: 15%[9.22 µM] | D: -2%[10 µM] | E: / | F: -3%[15.4 µM] | G: 2%
CC(=O)c1c(N2CCN(C(=O)c3ccco3)CC2)nc(=S)n(-c2ccccc2)c1C
  A: 4% | B: -6% | C: 3% | D: -18% | E: 2% | F: -1% | G: 1%
N#CCOc1ccc2oc(-c3ccco3)cc(=O)c2c1
  A: -4% | B: 3% | C: -1% | D: -27% | E: / | F: 10% | G: 6%
CC1CCCC(C)N1CC(C)(C)NS(=O)(=O)c1ccc(Cl)cc1 (centres undefined)
  A: 1% | B: -2% | C: 4% | D: 2% | E: 12% | F: -11% | G: 12%
O=C(O)c1ccc(OCC(F)(F)F)nc1
  A: 5% | B: -19% | C: -9%[9.22 µM] | D: 11%[10 µM] | E: / | F: / | G: -2%
CCC(C)NC(=O)CNC(=S)N(Cc1ccc(F)cc1)C1CCCCC1 (centres undefined)
  A: -7% | B: -10% | C: -32% | D: -17%[10 µM] | E: ? | F: -4% | G: -1%
O=C(Nc1cccc(C(=O)N2CCN(c3ccc(F)cc3)CC2)c1)c1ccccc1
  A: 0% | B: -18% | C: -19%[9.22 µM] | D: -16% | E: 0%[46 µM] | F: 2% | G: 2%
O=C(NCc1ccco1)c1nc2ncccn2n1
  A: 3% | B: -16% | C: 30% | D: 1%[0.074 µM] | E: 1% | F: 6% | G: 0%
O=C(Oc1ccc2c3c(c(=O)oc2c1)CCC3)c1ccccc1[N+](=O)[O-]
  A: 9% | B: 9% | C: -11% | D: 17%[10 µM] | E: -3% | F: 6% | G: -2%
O=C(COc1ccc(F)c(Cl)c1)c1ccc[nH]1
  A: -3% | B: 4% | C: 1% | D: 14% | E: 3% | F: -4% | G: -7%
CCOC(=O)c1c(-c2ccc(F)cc2)cn2ccccc12
  A: -1% | B: -6% | C: 6% | D: 7% | E: 28% | F: ? | G: 6%
O=C(Nc1cnccn1)c1cccnc1
  A: 4% | B: 0% | C: -16% | D: -9% | E: 3% | F: -13% | G: -2%
Cc1ccc(NC(=O)c2cccs2)cc1
  A: -24% | B: 1% | C: -18% | D: -38% | E: -8% | F: 3% | G: 8%
